Screening data deposited in PubChem BioAssay by several laboratories.
KLK5 inh: kallikrein 5 (human) inhibition; recombinant hK5, fluorogenic AMC substrate cleavage; inhibition, % at 5 µM; 0.59% of 210,000 active; AID 873;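 active means inhibition of 40% or more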;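 further: 0% = enzyme controls without compound and 100% = no-enzyme blanks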
FXIIa inh 1536: inhibitors of human coagulation factor XIIa; P00748; inhibition, % at 5 µM; purified FXIIa, Boc-QGR-AMC fluorogenic substrate, 2 h; 0.3% of 220,000 active; in the data active means inhibition above about 40%;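 further: 0% = enzyme with no compound and 100% = blank without enzyme; many of its hits are not listed in these tables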
14-3-3 Bad PPI: disrupts binding of bovine 14-3-3 zeta to phospho-Bad peptide; P63103; TR-FRET 14-3-3zeta/Dy647-pBad peptide displacement, 1 h; inhibition, % at 21.7 µM; 0.71% of 220,000 active; AID 781;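 active means inhibition above about 70%, limit read from the data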;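 further: 0% = full 14-3-3 plus peptide FRET controls and 100% = background without 14-3-3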
Target sequence (P63103 whole entry, looked up): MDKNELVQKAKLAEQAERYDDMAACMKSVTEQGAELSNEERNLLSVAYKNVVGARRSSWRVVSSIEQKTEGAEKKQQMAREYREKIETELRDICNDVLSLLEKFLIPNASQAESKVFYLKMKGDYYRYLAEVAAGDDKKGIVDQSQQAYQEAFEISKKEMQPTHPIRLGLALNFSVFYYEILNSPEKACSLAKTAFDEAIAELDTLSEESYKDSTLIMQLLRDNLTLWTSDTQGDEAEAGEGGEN
Runt-CBFb FRET: Runt domain-CBFb interaction inhibition | Q01196+Q13951 | Cerulean-Runt/Venus-CBFb FRET ratio 530/480, 1 h | inhibition, % at 20 µM | 0.46% of 220,000 active;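 active means inhibition over about 50% at 20 µM in the single-dose screen, limit read from the data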;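 further: 0% = DMSO wells and 100% = excess unlabeled CBFb competitor control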
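Assay system: Cerulean-tagged RUNX1 Runt domain (FRET donor) fusion protein / Amount: 100 nM each of Venus-CBFb and Cerulean-Runt domain / Medium: Tris buffer pH 7.5 with salts and BSA / Also added: Venus-CBFb 100 nM / Schedule: 1 h complex formation plus 1 h compound treatment, room temperature / Signal: FRET fluorescence / Read-out: loss of energy transfer signal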
Wee1 degr inh: human Wee1 degradation inhibition, primary screen; AID 1321; HeLa Luc-Wee1K328M stability, luciferase luminescence; 100% = proteasome inhibitor MG132 effect; 1.2% of 220,000 active; reporter increase, % at 5 µM; P30291;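 active means activation above the mean of all tested compounds plus 3 SD, set per screening run, cut at about 8.8% in these data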;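 further: cells exposed to compound for 20 h before luminescence read; 0% = DMSO alone and 100% = MG132 at 30 µM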
Runt-SMMHC FRET: Runt domain-CBFb-SMMHC interaction inhibition. Q01196+Q13951. Cerulean-Runt/Venus-CBFb-SMMHC FRET ratio 530/480, 1 h. inhibition, % at 20 µM. 0.74% of 220,000 active. AID 1434;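 active means mean inhibition across duplicate retests at 20 µM reaching about 50%, limit read from the data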;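 further: 0% = DMSO wells and 100% = wells with excess untagged CBFb-SMMHC; inhibitors lower the FRET ratio by blocking Runt binding to CBFb-SMMHC; some results filed as inactive read as strong as hits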
Hck-Nef inh: human Hck-Nef kinase inhibition | P08631 | inhibition, % at 20 µM | Recombinant Hck-YEEI plus Nef, Z-Lyte FRET kinase assay | 0.68% of 220,000 active;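 active means Hck-Nef kinase inhibition above about 50%, limit read from the data; inactive means inhibition below that limit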;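 further: 0% = DMSO with Hck plus Nef and 100% = Hck alone without Nef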
Target sequence (P08631 whole entry, looked up): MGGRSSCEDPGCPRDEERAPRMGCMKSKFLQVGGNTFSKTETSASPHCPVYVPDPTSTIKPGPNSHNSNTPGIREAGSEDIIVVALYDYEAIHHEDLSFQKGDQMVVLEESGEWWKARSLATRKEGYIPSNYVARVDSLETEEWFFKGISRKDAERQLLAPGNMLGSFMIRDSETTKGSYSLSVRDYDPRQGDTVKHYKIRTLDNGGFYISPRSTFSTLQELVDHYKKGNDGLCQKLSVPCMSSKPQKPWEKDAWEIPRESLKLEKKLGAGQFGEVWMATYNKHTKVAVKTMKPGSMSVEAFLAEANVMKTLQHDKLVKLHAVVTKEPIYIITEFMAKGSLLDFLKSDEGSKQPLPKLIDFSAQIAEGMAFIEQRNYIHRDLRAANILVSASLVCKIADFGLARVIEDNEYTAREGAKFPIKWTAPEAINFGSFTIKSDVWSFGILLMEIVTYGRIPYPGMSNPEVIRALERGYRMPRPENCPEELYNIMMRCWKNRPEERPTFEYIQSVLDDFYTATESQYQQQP
thrombin 1536: thrombin (human) inhibition; alpha-thrombin, Boc-VPR-AMC fluorogenic substrate cleavage; AID 1046; 0.26% of 220,000 active; P00734; inhibition, % at 5 µM;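 active means inhibition at or above 40%; inactive means inhibition below 40%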;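 further: 0% = enzyme with no compound and 100% = wells without enzyme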
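Material: Human alpha-thrombin protein | Buffer or medium: pH 7.5 Tris-saline with Tween 20 | Reagent: Boc-VPR-AMC substrate, 15 µM final | Schedule: Reaction at ambient temperature | Detection: AMC fluorescence at 355 nm excitation and 460 nm emission | Evaluation: Percent inhibition scaled between no-compound controls and no-enzyme blanks | Controls: no-compound enzyme wells and no-enzyme blanks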
FXIa inh: inhibitors of human coagulation factor XIa; purified FXIa, Boc-Glu-Ala-Arg-AMC fluorogenic substrate; inhibition, % at 5 µM; 0.14% of 220,000 active; AID 798;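 active means inhibition of at least 40%; inactive means inhibition below 40%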;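 further: fluorescence of freed AMC excited at 355 nm; 0% = enzyme without compound and 100% = no enzyme blank; many of its hits are not listed in these tables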
* marks the source's active call; other numbers are inactive results; x = no result given; [ ] = dose if it differs, or a comment.

Structure	KLK5 inh	FXIIa inh 1536	14-3-3 Bad PPI	Runt-CBFb FRET	Wee1 degr inh	Runt-SMMHC FRET	Hck-Nef inh	thrombin 1536	FXIa inh
O=C(CN1CCN(S(=O)(=O)c2ccc(Br)cc2)CC1)N/N=C/c1ccc(Br)s1	-10	-1	-7	x	1	-2	-1	3	-7
CCn1c(=N)n(CCO)c2ccccc21	-24	-4	-11	0	0	3	0	-3	-12
CC(OC(=O)CCc1c[nH]c2ccccc12)C(=O)c1ccccc1 (stereo not drawn)	-6	14	-11	-1	0	2	16	4	-8
Cc1c(C(=O)OCC(=O)NCc2ccc3c(c2)OCO3)cccc1[N+](=O)[O-]	-11	-4	-5	-2	-1	-4	1	-6	-1
CC(C)CCNC(=O)CC1Nc2c3ccccc3nc(=S)n2C1=O (stereo not drawn)	-8	9	17	0	-3	0	0	1	1
COc1ccc(C2C(Oc3ccccc3C)C(=O)N2Cc2ccc(F)cc2)cc1OC (stereo not drawn)	-3	7	-4	-3	-1	-4	2	-3	-8
Cc1cc(C)n(S(=O)(=O)c2ccccc2)n1	-2	8	-7	-1	-4	-3	15	-5	-3
Cc1cccc(C)c1OCCCCCNCCO	-14	-15	-2	0	-3	0	2	-7	-7
O=C(NC(=S)Nc1ccccc1F)c1ccc(Br)o1	0	13	-7	1	11*	0	3	0	3
O=C(CSc1ccc(Br)cc1)N1CCN(C(=O)c2ccco2)CC1	1	1	-11	0	-3	-2	17	-9	-2
Cc1ccc(C(=O)N/C(=C\c2cccs2)C(=O)N2CCCCCC2)cc1	-19	18	4	1	-1	0	1	3	8
Cc1ccc(NC(=O)COC(=O)Cc2ccsc2)c(C)c1	-10	0	-5	0	-1	0	19	-8	-2
Fc1ccc(NC(=S)N2CCCCC2)cc1	-18	15	-9[fluorescence artefact?]	5	-3	-7	4	0	9
C/C(N)=C(/C#N)C(=O)CSc1ccc2c(c1)OCCO2	-8	13	-5	-2	-2	0	-1	3	5
O=C(NCc1ccc2c(c1)OCO2)C1CCCN(S(=O)(=O)c2cccnc2)C1 (stereo not drawn)	-5	0	4	0	1	-2	21	-1	2
CC(=O)c1ccc(-n2nncc2-c2ccc([N+](=O)[O-])cc2)cc1	-9	0	10	0	7	0	-13	-9	-7
Cc1ccccc1-n1nnnc1SCC(=O)NCC1CCCO1 (stereo not drawn)	-6	6	7	1	0	-4	16	-7	18
O=C(NC(=O)N1CCN(c2ccc(F)cc2)CC1)c1ccccc1	-6	10	-2	3	-1	-7	3	2	7
COc1cc(S(=O)(=O)N(C)C)ccc1Br	-18	5	-9	0	1	-3	-17	-9	6
CC1CN(C(=S)SCC(=O)c2ccc(Cl)cc2)CC(C)O1 (stereo not drawn)	-2	13	5	2	0	2	-1	-2	9

Structure	KLK5 inh	FXIIa inh 1536	14-3-3 Bad PPI	Runt-CBFb FRET	Wee1 degr inh	Runt-SMMHC FRET	Hck-Nef inh	thrombin 1536	FXIa inh
COC(=O)C1C(=O)NCC1c1ccccc1 (stereo not drawn)	4	-7	-5	2	2	4	11	-1	-4
O=S(=O)(c1ccc(F)cc1)N1CCN=C1SCc1cccnc1	-13	-1	7	0	-3	2	5	1	0
CCOC(=O)Nc1ccc(S(=O)(=O)Nn2cnnc2)cc1	0	17	35	0	-3	4	2	12	13
Cc1ccc2nc(Cl)c(C3CC(c4cccs4)=NN3S(C)(=O)=O)cc2c1 (stereo not drawn)	-12	9	-9	0	-1	14	-2	-6	4
CC(=O)Nc1ccc(NC(=O)C(C)Sc2nnc(-c3cccs3)o2)cc1 (stereo not drawn)	3	-2	-2	1	2	0	-2	-7	1
CCc1ccc(CNC(=O)C2CC(=O)N(CCc3ccc(C)cc3)C2)cc1 (stereo not drawn)	0	8	-2	-5	-2	-2	1	-2	-3
CCOc1cc(C(=S)N2CCCCC2)ccc1OCC(=O)NCc1ccccc1	12	1	-13[fluorescence artefact?]	1	-1	2	1	4	10
COc1ccc(C)cc1N(C(=O)c1ccc(F)cc1)c1nc2ccccc2s1	31	9	11[fluorescence artefact?]	2	1	-7	-1	4	1
CCN(CC)C(=O)CSc1nnc(-c2ccccc2)n1N	-19	7	-17	12	2	33	0	-12	-9
CC1CC(C)CN(C(=O)Cn2cc(C=O)c3ccccc32)C1 (stereo not drawn)	-6	-3	83*	1	1	-2	-23	-4	-5
CN(CCCC(=O)NCc1ccco1)S(=O)(=O)c1ccccc1	-7	11	0[fluorescence artefact?]	0	-1	4	1	2	5
C=CCc1cc(Cl)ccc1OCCN1CC(C)OC(C)C1 (stereo not drawn)	-21	-1	20	-3	-1	-2	5	-1	0
CC(=O)Nc1ccc(NS(=O)(=O)c2ccc(C)cc2)c([N+](=O)[O-])c1	0	5	-6	4	2	-11	19	-1	-3
CN1CCN(c2ccc(NC(=O)c3ccc4c(c3)OCCO4)cc2)CC1	-4	2	3	-2	3	-2	1	-4	-3
COc1c(Cl)cc(Cl)cc1/C=C/C(=O)c1ccc(NC(=O)c2cccs2)cc1	-3	12	-12	0	4	0	8	2	8
O=C(Nc1ccc(Cl)c([N+](=O)[O-])c1)ONC1=NCCCCC1	3	9	-16	-2	0	4	30	9	0
O=C1CSC(c2nn(-c3ccccc3)cc2-c2cc3ccccc3oc2=O)N1Cc1ccco1 (stereo not drawn)	4	8	-10	3	1	10	0	-1	1
CCOC(=O)c1sc2nc(CC(C)C)c3c(c2c1N)CCC3	-9	-3	2	15	1	19	8	-5	1
Cn1nnc2c[n+](CC(=O)c3ccc(Cl)cc3)cc(Br)c21	-1	9	0	1	-1	3	24	-6	0
O=C(/C=C/N1CCN(Cc2ccccc2)CC1)C(F)(F)F	-6	4	-20	0	0	0	17	-2	-5

Structure	KLK5 inh	FXIIa inh 1536	14-3-3 Bad PPI	Runt-CBFb FRET	Wee1 degr inh	Runt-SMMHC FRET	Hck-Nef inh	thrombin 1536	FXIa inh
Cc1cc(=O)n2ccsc2n1	-2	10	-6[fluorescence artefact?]	2	-3	0	2	0	1
O=C(O)CN1CCCCC1	37	18	11	4	0	-2	8	9	34
N#CCc1ccc(Oc2ccc([N+](=O)[O-])cn2)cc1	-5	5	1	2	0	-7	-4	2	-1
CCOC(=O)c1c(NC(=O)CN2CCCCC2)sc2c1CCN(C(=O)OCC)C2	-9	-5	-13	-12	4	-9	6	-3	-9
CCOC(=O)C1CCN(C(=O)NS(=O)(=O)c2ccc(C)cc2)CC1	11	7	-15	0	-1	-3	22	1	2
O=C1C2CCCN2C(c2ccc(Cl)cc2)N1c1nccs1 (stereo not drawn)	-27	-2	-2	1	-1	1	2	-2	-3
CN(C)S(=O)(=O)c1ccc(N2CCCC2)c(C(=O)N2CCN(c3ccc([N+](=O)[O-])cc3)CC2)c1	-5	3	-2	-1	3	-2	24	0	-2
CCOc1ccc(C(c2c(C)[nH][nH]c2=O)c2c(C)[nH][nH]c2=O)cc1OC	2	12	3	1	1	-4	1	-3	-6
COc1ccccc1C1CC(=O)NC(C)=C1C(=O)OC(C)C (stereo not drawn)	-2	1	3	-2	0	-1	21	-16	-4
Cc1ccc(CNC(=O)c2oc3ccc(S(=O)(=O)N4CCC5(CC4)OCCO5)cc3c2C)cc1	-7	1	-6	-11	-1	1	0	-1	-1
Cc1c(CN2CCCCC2C)c(=O)n(-c2ccccc2)n1C (stereo not drawn)	-22	19	18[fluorescence artefact?]	2	-2	-2	-1	-4	20
COC(=O)c1ccc(CN2CCN(C3CCCCC3)C(CCO)C2)cc1 (stereo not drawn)	x	8	-1	6	-1	-2	6	-8	0
CCOC(=O)N1CCC(N(CCCOC)C(=O)Nc2ccc(CC)cc2)CC1	0	8	5	-1	0	2	2	0	-4
N#C/C(=C(/O)COc1ccc(Cl)cc1)c1nc2ccccc2s1	-14	2	-3	-3	-2	-3	-4	3	12
CC1/C(=N/O)CC(c2ccccc2)N(C)C1c1ccccc1 (stereo not drawn)	-5	14	-5[fluorescence artefact?]	-1	2	5	-10	2	7
CN1C(=O)/C(=C/c2ccccc2OCc2ccc(F)cc2)N(C)C1=S	28	-2	-1	1	0	4	-1	1	-9
Cc1cccc(NC(=S)N/C(=N/S(=O)(=O)c2ccccc2)c2ccccc2)c1	-5	2	9	1	0	-1	-1	-7	-6
CCCNS(=O)(=O)c1ccc(CCC(=O)N2CCOCC2)cc1	-10	24	4[fluorescence artefact?]	0	0	-1	1	3	9
Cc1ccc(NC(=S)N=Nc2c(O)[nH]c3ccccc23)cc1	-6	6	-15	-3	-4	-6	12	-1	-1
Cc1cc(C(=O)N/N=C/c2sccc2C)no1	-11	10	-4[fluorescence artefact?]	-5	3	10	4	-1	7
COc1ccc(/C(C)=N/Nc2cc(C(F)(F)F)ccc2Cl)c(OC)c1	-18	28	-3	0	8	1	3	-1	23
Cc1ccccc1Nc1nc(N)nc(CCl)n1	0	3	-1	3	2	2	-9	-9	-2
O=C(O)CCCCCN1C(=O)CSC1=S	1	6	-1	-1	-4	0	2	-10	2
